# GLP-1R agonist: activates the human GLP-1 receptor | P43220 | HEK293 GLP-1R CRE-luciferase, luminescence, 4-6 h; cells express a hypersensitive GLP-1R form | Potency, µM (top dose mostly 45.6 µM), for the others: at the top dose activation, usual class: activators | 380,000 compounds, 0.007% hits | AID 624172; also: potency is read from the fitted curve at half-maximal effect; % of control where 0% means no effect
# IL-2 act: IL-2 activation; IL-2 activation reporter assay, cell-based qHTS; stimulated with anti-CD3/CD4/CD28 beads; in transgenic mouse T cells; activation, % (series mostly up to about 46 µM); 360,000 compounds, 0.065% hits; in the data active = activation above about 50%; inconclusive = mostly about 30% to 49%; also: 0% is about no effect
#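 Using fluorescent plate cytometry, EGFP and DsRed are detected in transgenic mouse T cells stimulated 18 h at 37 degrees C with antibody-coated beads after 60 min compound pretreatment.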
# WRN inhibitor: WRN helicase (human) inhibition; WRN helicase unwinding, fluorescent forked duplex, kinetic; 360,000 compounds, 0.46% hits; Potency, µM (series often up to 114 µM), inactives show at the top dose activity change, negative = inhibition, most hits filed as inhibitors; also: potency is read from the fitted curve at half-maximal effect; % is scaled to controls: 0 for no effect and ±100 for the full control effect; nearly all actives have a fitted effect of over 55% in size
#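 Kinetic fluorescence helicase assay: unwinding of a quenched forked DNA duplex (100 nM final) with 2 mM ATP final raises red fluorescence (525/598 nm). Compounds sat 15 min at room temperature with 20 nM WRN beforehand.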
# PI5P4Ka inh: blocks human PI5P4K alpha kinase activity | PI5P4Kalpha enzyme, ADP-Glo luminescence, 60 min; stronger effect = lower value | max response, % | 330,000 compounds, 1.2% hits; active = max response of -50% or lower; inconclusive = between -30% and -50%; inactive = -30% or higher; also: value at the top dose of about 77 µM; % is scaled to controls: 0 for no effect and ±100 for the full control effect
# Target sequence (P48426 whole entry, looked up): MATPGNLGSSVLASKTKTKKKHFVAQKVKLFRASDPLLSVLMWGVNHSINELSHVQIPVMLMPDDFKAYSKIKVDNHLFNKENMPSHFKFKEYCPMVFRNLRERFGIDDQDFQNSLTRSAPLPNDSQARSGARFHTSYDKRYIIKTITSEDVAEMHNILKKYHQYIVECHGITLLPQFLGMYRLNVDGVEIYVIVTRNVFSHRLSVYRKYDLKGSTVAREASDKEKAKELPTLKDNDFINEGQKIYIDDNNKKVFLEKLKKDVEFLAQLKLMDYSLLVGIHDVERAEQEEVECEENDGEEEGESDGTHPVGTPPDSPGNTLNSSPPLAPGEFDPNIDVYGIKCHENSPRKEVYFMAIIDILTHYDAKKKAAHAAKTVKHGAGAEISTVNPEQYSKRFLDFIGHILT
#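 ADP-Glo luminescence end-point after a 60 min room-temperature kinase reaction. PI5P4Kalpha and substrate in HEPES pH 7.4 buffer with EGTA, 0.1% CHAPS and 5% DMSO; ATP at 5 microM final.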
# GLP1R inv ag: inverse agonists of human GLP-1 receptor | Potency, µM (series often up to 38.3 µM), for inactives: top-dose activity change, negative = inhibition, most hits filed as inhibitors | HEK293 GLP-1R CRE-luciferase, luminescence, 24 h; GLP-1R form is constitutively active | 410,000 compounds, 1.6% hits | P43220 | AID 624417; also: potency is read from the fitted curve at half-maximal effect; % is scaled to controls: 0 for no effect and ±100 for the full control effect; nearly all actives have a fitted effect of over 55% in size
#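 HEK293 cells stably co-expressing constitutively active GLP-1R and a cAMP-responsive luciferase reporter were seeded in DMEM with 10% Nu serum, given compounds after 12 h, and incubated 24 h at 37 deg C. Luminescence was then read.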
# PLK1 PBD block: inhibitors of human PLK1 polo-box domain binding. P53350. Plk1 PBD binding of FITC phosphopeptide, fluorescence polarization. Potency, µM, without a hit: max response, negative = inhibition, most hits filed as inhibitors. 360,000 compounds, 2.8% hits. AID 720504; also: potency is read from the fitted curve at half-maximal effect; series mostly up to about 57 µM; % is scaled to controls: 0 for no effect and ±100 for the full control effect; nearly all actives have a fitted effect of over 65% in size
# DRD3 antagonist: antagonists of human D3 dopamine receptor; P35462; D3R cells, DiscoveRx beta-arrestin luminescence, antagonist mode; stronger effect = lower value; max response, negative = inhibition, %; 360,000 compounds, 2.5% hits; AID 652054; in the data active = max response below about -50%; inconclusive = no clear call, values can overlap the other calls; also: % is scaled to controls: 0 for no effect and ±100 for the full control effect; mostly tested at two doses, the higher about 12 µM
# Target sequence (P35462 whole entry, looked up): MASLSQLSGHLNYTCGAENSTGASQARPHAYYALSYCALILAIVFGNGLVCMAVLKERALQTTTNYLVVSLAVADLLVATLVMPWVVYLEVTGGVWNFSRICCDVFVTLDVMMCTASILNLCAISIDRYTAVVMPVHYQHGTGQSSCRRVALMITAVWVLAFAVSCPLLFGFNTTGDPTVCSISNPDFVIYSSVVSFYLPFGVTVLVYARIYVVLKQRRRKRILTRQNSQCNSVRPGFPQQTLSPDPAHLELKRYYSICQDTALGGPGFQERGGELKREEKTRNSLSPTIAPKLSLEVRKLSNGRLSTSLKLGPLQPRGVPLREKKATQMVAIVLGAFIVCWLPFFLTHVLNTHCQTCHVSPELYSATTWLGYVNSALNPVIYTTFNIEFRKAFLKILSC
#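 Cells plated overnight at 1500 cells/well, then exposed to library compounds with dopamine controls for 90 minutes at 37 degrees C. DiscoveRx reagent added for 30–60 minutes at room temperature; luminescence read, quantitative HTS format.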
# D3 ag: D3 dopamine receptor (human) agonism. P35462. D3R DiscoveRx beta-arrestin cells, luminescence, 90 min. max activation, %. 410,000 compounds, 0.58% hits. AID 652048; in the data active = max activation above about 30%; also: 0% is about no effect; mostly tested at two doses, the higher about 12 µM
#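 Cells at 1500/well, incubated overnight, then treated with pinned compounds (dopamine as control) for 90 min at 37 degrees C. DiscoveRx reagent added for 30 - 60 minutes at room temperature; luminescence read.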
# HEK293 tox: cytotoxicity in counter-screen for GLP-1R inverse agonists; HEK293 cAMP-luciferase reporter cells, luminescence, 24 h; Potency, µM (series often up to 38.3 µM), without a hit: top-dose activity change, negative = inhibition, hits mostly inhibitors; 410,000 compounds, 0.13% hits;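 also: loss of luciferase light is scored as toxicity; potency is read from the fitted curve at half-maximal effect; % is scaled to controls: 0 for no effect and ±100 for the full control effect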
#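 Quantitative HTS format, 1536 wells, 200 cells/uL seeded. Compounds: 23 nL, 24 h, 37 °C. Detection: luciferase reagent, luminescence at 12 min RT; decreased signal taken as cytotoxic.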
# Numbers without * were called inactive; ? = inconclusive; nt = no result given; [ ] = another dose, or the depositor's remark. Unless noted, calls follow the shape of the dose curve; as a rule, active = well fitted curve in the direction sought with a large enough effect; inconclusive = small, poorly fitted or top-dose-only effect, or another doubt; inactive = no such curve, though single readings can be large; an effect the other way counts as inactive or inconclusive. The order is random; any-hit rate near 7.8%.
SMILES	GLP-1R agonist	IL-2 act	WRN inhibitor	PI5P4Ka inh	GLP1R inv ag	PLK1 PBD block	DRD3 antagonist	D3 ag	HEK293 tox
N#Cc1cnn2c1nc(N1CCOCC1)c1ccccc12	11%	0.9	-5%	nt	16%	-13%	27	-1	10%
NC(=O)CSc1c[nH]c2ccccc12	-11%	-1.4	1%	-2	0%	-9%	-20	-1	-6%
COc1ccccc1N(C(=O)c1cncc(Br)c1)c1nc(-c2ccc(C)cc2)cs1	-1%	-3.7	2%	-4	?	0%	-23	1	-2%
CC(CCc1ccccc1)NC(=O)C(=O)NCCc1ccccc1 (stereo not given)	-4%	-0.7	-2%	5	?	4%	-6	2	-14%
O=C1c2ccccc2C(=O)N1CC(O)COCc1ccccc1 (stereo not given)	-1%	6.0	-1%	nt	5%	-12%	-16	-7	-8%
COc1ccc(CN(C)CC(O)COc2ccc(-c3ccccc3)cc2)cc1OC (stereo not given)	?	-0.4	-14%	9	?	-16%	?	-5	?
COc1ccc(C(=O)Nc2ccc(C)c(S(=O)(=O)N3CCOCC3)c2)cc1S(=O)(=O)N1CCCC1	2%	0.2	-2%	-1	1%	0%	2	-4	-15%
Cn1c(=O)n(C)c2cc(N3CCCC3)c(NC(=O)c3cccc(F)c3)cc21	7%	-0.8	-9%	0	118%[activator]	-15%	-6	-2	3%
CCOC(=O)c1cnc2c(CC)cccc2c1NCCCN1CCOCC1	23%	-0.7	-5%	0	?	-3%	19	8	-20%
CCN(CC)c1ccc(C=C2C(=O)OC3(CCCCC3)OC2=O)cc1	7%	-0.7	50µM*	-1	6%	-22%	2	-2	0%
COc1cccc(N(CC(=O)N2CCc3ccccc3C2)S(C)(=O)=O)c1	-3%	-2.0	-9%	-3	0%	-8%	4	-7	2%
CC(Oc1ccc(Cl)cc1Cl)C(=O)NCc1ccncc1 (stereo not given)	26%	-2.8	-6%	0	80%[activator]	-1%	-20	2	2%
O=C(NC1=NCCS1)c1cccc(NC(=O)c2ccco2)c1	14%	0.0	-10%	-5	0%	1%	-14	1	18%
COc1ccc(S(=O)(=O)N/N=C(/C)c2ccncc2)cc1OC	-2%	0.2	0%	-3	19%	-14%	1	-16	-5%
Cc1cc(=O)oc2cc(OC(=O)c3ccco3)ccc12	24%	0.6	-12%	1	4%	-4%	6	14	15%
CC(Sc1sc(=S)sc1SC(C)C(=O)O)C(=O)O (stereo not given)	-2%	-2.0	-8%[57.1 µM]	nt	-6%	?	-8	-7	-25%
Cc1nc2cc(C(F)(F)F)ccc2n1C1CCN(CC(=O)N2CCOCC2)CC1	2%	-1.4	-3%	3	6%	-9%	12	6	8%
CC(=O)Nc1ccc(S(=O)(=O)NCc2ccc(C(=O)NCCN(C)Cc3ccccc3)cc2)cc1	4%	-0.7	8%[57.1 µM]	0	11%	-13%	?	-11	4%
COc1ccc(N2CC(NC(=O)/C=C\c3ccccc3)CC2=O)cc1OC (stereo not given)	0%	nt	nt	nt	-4%	nt	nt	4	0%
O=C(c1cccc(N2CCCC2=O)c1)N1CCN(c2ccccc2)CC1	-17%	-0.3	7%	-2	-18%	1%	-4	3	-11%
Cn1cccc1C(=O)OCc1cc(-c2ccco2)on1	-3%	-0.1	-1%	-7	4%	6%	4	-3	1%
CCN(CC)CCN(CC(=O)N(C1CCCCC1)C1CCCCC1)C(=O)c1cccnc1	13%	0.2	-15%	0	-20%	-1%	-11	-5	-8%
Cc1ccc(CNC(=O)CN2C(=O)C3(OCCCO3)c3ccccc32)cc1	-3%	-0.5	6%	nt	0%	-2%	12	21	6%
O=C(OCC(=O)N1CCc2ccccc21)[C@@H]1CC(O)CN1S(=O)(=O)c1ccccc1[N+](=O)[O-] (stereo not given in full)	-1%	-0.1	4%	-7	-22%	-2%	19	-7	-13%

# Next section, overlapping the part above by two compounds.
SMILES	GLP-1R agonist	IL-2 act	WRN inhibitor	PI5P4Ka inh	GLP1R inv ag	PLK1 PBD block	DRD3 antagonist	D3 ag	HEK293 tox
Cc1ccc(CNC(=O)CN2C(=O)C3(OCCCO3)c3ccccc32)cc1	-3%	-0.5	6%	nt	0%	-2%	12	21	6%
O=C(OCC(=O)N1CCc2ccccc21)[C@@H]1CC(O)CN1S(=O)(=O)c1ccccc1[N+](=O)[O-] (stereo not given in full)	-1%	-0.1	4%	-7	-22%	-2%	19	-7	-13%
CCC(C)(C)NC(=O)C(c1ccccc1F)N(Cc1ccco1)C(=O)Cn1nnc2ccccc21 (stereo not given)	-4%	1.0	-11%	-2	?	-4%	-4	-1	-15%
CC(C)(C)CC(=O)NC(=S)N1CCCCCC1	0%	1.5	-8%	nt	3%	-8%	24	4	-25%
CC(C)(Oc1ccc(Cl)cc1)C(=O)N1CCN(C(=O)c2ccco2)CC1	5%	-0.5	-9%	-1	-18%	-15%	-23	-10	-12%
Oc1cccc2c(NC(=S)Nc3ccc(OC(F)F)cc3)cccc12	8%	-2.6	-5%	-7	?	0%	-30	-7	-2%
O=C(COC(=O)c1ccc(F)cc1F)Nc1ncccn1	0%	-1.3	?	?	17%	-4%	-5	-1	-8%
O=C(NCc1cccnc1)c1cccnc1-c1nc2ccccc2s1	15%	0.4	-4%	nt	0%	-14%	5	-3	2%
Cn1nc(C(=O)Nc2ccc(S(=O)(=O)N3CCCC3)cc2)ccc1=O	-6%	2.1	2%	-1	8%	-2%	16	-2	-3%
O=C(Cc1cccs1)NCc1ccccc1F	-3%	-1.2	9%	nt	-6%	0%	16	0	-3%

# Of the compounds above, 2 contain an aryl thioether with sulfur outside any ring:
SMILES	GLP-1R agonist	IL-2 act	WRN inhibitor	PI5P4Ka inh	GLP1R inv ag	PLK1 PBD block	DRD3 antagonist	D3 ag	HEK293 tox
NC(=O)CSc1c[nH]c2ccccc12	-11%	-1.4	1%	-2	0%	-9%	-20	-1	-6%
CC(Sc1sc(=S)sc1SC(C)C(=O)O)C(=O)O (stereo not given)	-2%	-2.0	-8%[57.1 µM]	nt	-6%	?	-8	-7	-25%

# Additional structures:
SMILES	GLP-1R agonist	IL-2 act	WRN inhibitor	PI5P4Ka inh	GLP1R inv ag	PLK1 PBD block	DRD3 antagonist	D3 ag	HEK293 tox
CC1CCCC(C)N1c1nnc(NC(=O)c2cc(-c3ccc(Br)cc3)on2)s1 (stereo not given)	-4%	-2.2	-7%	-24	-60%	-20%	26	7	-11%
O=C(O)C1C2CCC(O2)C1C(=O)NCc1ccccc1Br (stereo not given)	1%	0.2	-13%	2	-17%	-5%	?	-9	1%
Cc1ccc2nccc(C(=O)N3CCCC(Nc4ccc(F)cc4)C3)c2c1 (stereo not given)	1%	-2.6	1%	0	12%	2%	-3	-1	-12%
CCCCn1nc2cc(C(=O)NCCc3cccs3)ccc2c1OCC	2%	-0.5	-2%	4	?	-1%	9	0	-6%
CCC(CC)C(=O)Nc1c2c(nn1-c1ccc(OC)cc1)CS(=O)(=O)C2	-10%	0.1	3%	nt	5%	-6%	6	5	-14%
COc1cc(OC)cc(C(=O)NC(=S)Nc2nc(-c3cc4ccccc4o3)cs2)c1	-4%	-0.7	-2%	0	10%	-12%	-2	-1	1%
CC(O)(Cc1ccccn1)Cc1ccccn1	11%	-0.1	7%	10	16%	-8%	5	3	0%
Cc1ccc(N2CCN(C(=S)Nc3ccc(Cl)cc3)CC2)cc1	-5%	0.2	6%	-6	-5%	5%	9	-2	6%

# The results go on:
molecule	GLP-1R agonist	IL-2 act	WRN inhibitor	PI5P4Ka inh	GLP1R inv ag	PLK1 PBD block	DRD3 antagonist	D3 ag	HEK293 tox
CN=C1c2cc3cc(OC)ccc3n2CCN1C	-7%	-3.2	11%	nt	0%	-7%	-11	-7	2%
O=C(Nc1ccc(Cl)cc1)OCc1cc(-c2ccccc2Cl)on1	-5%	0.0	0%	0	18%	-6%	-1	-3	3%
CC1CC1C(=O)Nc1nc(-c2cccs2)c(-c2cccs2)s1 (stereo not given)	-2%	1.5	-22%[57.1 µM]	?	?	-1%	-15	1	-8%
CCCCc1ccc(NC(=S)NCc2ccc(OC)cc2)cc1	1%	0.9	-1%	2	?	-26%	?	-8	?
O=C(COc1ccc(S(=O)(=O)Nc2ccccc2)cc1)NCc1ccncc1	5%	0.8	3%	-4	-15%	-3%	3	-3	-10%
CC1=C(C(=O)NCc2ccccc2F)C2(CCCCC2)OC1=O	0%	nt	nt	nt	2%	nt	nt	-9	5%
COc1ccccc1-c1ccc(=O)n(CC(=O)NCc2cccs2)n1	3%	0.7	1%	-10	-31%	?	-13	7	-6%
O=C(CCNc1n[nH]c(=O)[nH]c1=O)N/N=C/c1ccccc1Br	2%	0.1	-4%	-4	-3%[7.66 µM]	-11%	-12	0	2%[7.66 µM]
COc1cccc(/C=C2\N=C(c3c(-c4ccccc4)noc3C)OC2=O)c1	-4%	-2.8	-3%	nt	8%	-10%	-15	-10	0%
O=C(Nc1ccccc1Br)C(=O)N1CCCC1	1%	0.5	6%	-1	7%	1%	9	1	0%
CCC(C)NC(=S)NNC(=O)c1ccncc1 (stereo not given)	3%	-0.3	-9%	2	-10%	-13%	-5	0	0%
O=C1CCCN1CCC1CCN(C2CC(=O)N(c3ccc(Cl)cc3)C2=O)CC1 (stereo not given)	-3%	-1.4	-5%[57.1 µM]	nt	-2%	-8%	-29	-9	12%
O=C(COC(=O)c1cccc(S(=O)(=O)N2CCCCCC2)c1)NCc1ccc(Cl)cc1	1%	-4.7	8%	8	9%	-7%	0	-12	1%
O=C(NC1CCCC1)C1c2ccccc2C(=O)N1CCCN1CCOCC1 (stereo not given)	0%	-0.8	2%	-3	11%	-12%	-19	-2	15%
